EPAC1 antagonist: antagonists of human EPAC1; EPAC1 GEF assay, Rap1b-BODIPY-GDP exchange fluorescence; Potency, µM (titrated, usually from 115 µM), for the others: top-dose activity change, negative = inhibition, hits mostly inhibitors; actives 0.14% (n = 360,000); AID 720709;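 also: plate controls were vehicle for no effect and positive control for full effect; nearly all actives have a fitted effect of over 50% in size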
Target sequence (O95398 whole entry, looked up): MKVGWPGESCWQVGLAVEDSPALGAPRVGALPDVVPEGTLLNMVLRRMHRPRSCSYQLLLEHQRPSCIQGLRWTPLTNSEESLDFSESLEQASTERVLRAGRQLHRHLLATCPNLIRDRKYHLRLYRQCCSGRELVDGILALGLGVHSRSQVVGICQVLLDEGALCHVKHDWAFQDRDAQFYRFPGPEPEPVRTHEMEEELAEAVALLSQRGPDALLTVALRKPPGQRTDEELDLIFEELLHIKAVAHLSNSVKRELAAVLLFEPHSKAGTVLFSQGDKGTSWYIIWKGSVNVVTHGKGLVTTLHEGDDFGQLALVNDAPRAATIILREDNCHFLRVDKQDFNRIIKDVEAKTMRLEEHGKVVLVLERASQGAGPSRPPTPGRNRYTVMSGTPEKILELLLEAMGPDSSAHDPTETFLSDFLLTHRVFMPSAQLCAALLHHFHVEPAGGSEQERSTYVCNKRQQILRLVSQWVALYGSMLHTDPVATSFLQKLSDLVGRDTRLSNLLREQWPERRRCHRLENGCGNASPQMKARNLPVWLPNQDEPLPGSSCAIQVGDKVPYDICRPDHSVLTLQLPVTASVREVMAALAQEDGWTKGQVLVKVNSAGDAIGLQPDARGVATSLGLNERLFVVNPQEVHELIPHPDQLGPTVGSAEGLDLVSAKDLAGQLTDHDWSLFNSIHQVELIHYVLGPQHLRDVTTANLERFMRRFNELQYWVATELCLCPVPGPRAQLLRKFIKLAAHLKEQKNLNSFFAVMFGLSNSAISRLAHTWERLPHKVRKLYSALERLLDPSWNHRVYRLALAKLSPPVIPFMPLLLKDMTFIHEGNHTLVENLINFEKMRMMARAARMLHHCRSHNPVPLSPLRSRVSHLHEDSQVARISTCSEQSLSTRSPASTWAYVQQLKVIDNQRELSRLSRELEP
EPAC2 antag: blocks human EPAC2 exchange factor | Q8WZA2 | actives 0.18% (n = 360,000) | Potency, µM (doses to about 114 µM), for the others: at the top dose activity, negative = inhibition, most hits filed as inhibitors | EPAC2 GEF exchange of Rap1B-BODIPY-GDP, fluorescence; also: % is scaled to controls: 0 for no effect and ±100 for the full control effect; nearly all actives have a fitted effect of over 45% in size; many of its hits are not listed in these tables
EPAC1 ag: EPAC1 (human) agonism. actives 0.073% (n = 360,000). O95398. AID 720707. Potency, µM (titrated, usually from 154 µM), for inactives: at the top dose activation, usual class: activators. EPAC1 agonist qHTS, biochemical assay; response scale: 100% = response to 6.5 mM cAMP; also: nearly all actives have a fitted effect of over 60% in size
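Compounds were pinned as a concentration titration into mixtures of EPAC1 (100 nM), BODIPY-GDP-loaded Rap1B (250 nM) and GDP (50 uM). After 5 min at room temperature, fluorescence was followed for 30 min; activity was scaled to 6.5 mM cAMP.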
FUS yeast rescue: FUS proteinopathy suppression in yeast. S. cerevisiae FUS-expressing, growth rescue, OD600, 24 h. actives 0.24% (n = 390,000). AID 1347120. Potency, µM (highest dose often 76.6 µM), without a hit: at the top dose growth rescue (activation), most hits filed as activators;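 also: plate controls were DMSO vehicle for no effect and reference control for full effect; nearly all actives have a fitted effect of over 55% in size; some results filed as inactive show a strong effect at the top dose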
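Toxicity suppression screen in FUS-yeast. Cells induced with 2% galactose, starting OD 0.005, treated 24hr at 30C with compounds at multiple final concentrations; growth by OD600.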
aSyn rescue: inhibitors of alpha-synuclein toxicity in yeast; Potency, µM (top dose mostly 46.1 µM), inactives show at the highest dose growth rescue (activation), most hits filed as activators; actives 0.14% (n = 370,000); Yeast expressing alpha-synuclein, growth rescue, BacTiter-Glo, 24 h; also: % of control where 0% means no effect; nearly all actives have a fitted effect of over 65% in size
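Screening used galactose-induced yeast with toxic alpha-synuclein levels, exposed to compound for 24 hr at 30 deg C. Cell growth, read with BacTiter-Glo luminescence, gave the measured signal.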
PTHR1 ag: PTHR1 (human) receptor agonism; HEK293 GP2 PTHR1 cells, GloSensor cAMP luminescence, 1 h; actives 0.075% (n = 410,000); Q03431; Potency, µM (series often up to 115 µM), without a hit: at the top dose activation, most hits filed as activators; also: nearly all actives have a fitted effect of over 55% in size; some results filed as inactive show a strong effect at the top dose; inactives centre near -15; many of its hits are not listed in these tables
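HEK-293-derived GP2 cells expressing PTHR1 and a GloSensor cAMP reporter, 3,000/well, plated overnight, given luciferin plus IBMX (each 0.5 mM as added) for 1 h at 37 °C, then compound for 1 h at 37 °C. Luminescence was read after 15 min at room temperature.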
TDP-43 yeast inh: rescues yeast growth from TDP-43 toxicity | actives 1.8% (n = 410,000) | Potency, µM (highest dose often 46.1 µM), without a hit: top-dose growth rescue (activation), hits mostly activators | TDP-43 expressing yeast growth rescue, BacTiter-Glo, 24 h; also: % of control where 0% means no effect; nearly all actives have a fitted effect of over 50% in size
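Luminescence from BacTiter-Glo reports growth of TDP-43-expressing yeast after 24 hr at 30 deg C with compound. Cells were raffinose-pregrown to mid-log, then seeded in galactose medium at OD600=0.02.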
EPAC2 ag: agonists of human EPAC2 (RAPGEF4); actives 0.079% (n = 360,000); Potency, µM (doses to about 154 µM), inactives show top-dose activation, usual class: activators; Q8WZA2; EPAC2 activation, biochemical qHTS; response scale: 100% = 6.5 mM cAMP response; also: nearly all actives have a fitted effect of over 50% in size
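Guanine nucleotide exchange by EPAC2 is measured as reduced fluorescence of BODIPY-GDP once it is released from 250 nM Rap1B. Plates are read kinetically for 30 min at room temperature; results are scaled to 6.5 mM cAMP.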
Active calls of the source: *; i = inactive; ? = inconclusive; / = not tested or not shown; & = joins results of further samples; [ ] = another dose, or the depositor's remark. Calls follow the shape of the dose curve; as a rule, active = well fitted curve in the direction sought with a large enough effect; inconclusive = small, poorly fitted or top-dose-only effect, or another doubt; inactive = no such curve, though single readings can be large; an effect the other way counts as inactive or inconclusive. Potency is read from the fitted curve at half-maximal effect.

| Structure | EPAC1 antagonist | EPAC2 antag | EPAC1 ag | FUS yeast rescue | aSyn rescue | PTHR1 ag | TDP-43 yeast inh | EPAC2 ag |
| --- | --- | --- | --- | --- | --- | --- | --- | --- |
| O=C(/C=C/c1cccs1)Nc1ccc(N2CCOCC2)c(S(=O)(=O)Nc2cc(Cl)ccc2Cl)c1 | -19.8% | -2.6% | 15.8% | 15.5% | -4.9% | i | 6.9% | 4.1% |
| COc1ccc([N+](=O)[O-])cc1NS(=O)(=O)c1cc(C(=O)NCc2cccnc2)ccc1Cl | -17.9% | -3.7% | 7.7% | 1.9% | 0.2% | -7.9% | 0.5% | 7.0% |
| CCN(CC)CCN(C(=O)Cn1nnc(-c2ccc(OC)c(OC)c2)n1)C(C(=O)NC1CCCC1)c1ccc(F)cc1 (centres undefined) | -1.9% | -8.8% | 9.7% | -2.1% | 0.4% | -0.8%[57.5 µM] | -10.8% | -1.9% |
| CN(C)CCOC(=O)Cc1ccc(Cl)cc1 | -14.9% | -1.9% | -2.0% | -2.1% | 11.1% | -3.2%[57.5 µM] | 6.6% | 10.3% |
| O=C(CSc1nnc(-c2ccccc2)c(-c2ccccc2)n1)Nc1ncc(Cl)cc1Cl | -4.6% | -4.5% | 0.6% | / | 1.8% | i | 27.7% | -1.9% |
| COc1ccc(S(=O)(=O)NCCSC(C)(C)C)cc1 | 9.4% | 7.7% | -4.6% | -3.5% | 6.6% | -18.9% | -1.1% | 5.1% |
| CC(SC#N)C(=O)C12CC3CC(CC(C3)C1)C2 (centres undefined) | -19.7% | 0.9% | 3.8% | 5.1% | 6.2% | -37.7%[inhibitor] | 11.2µM* | 10.2% |
| CCOC(=O)c1c(NC(=O)C(NCCN(C)C)c2ccccc2)sc2c1CCCC2 (centres undefined) | ? | -15.7% | 0.9% | 23.0% | 3.7% | i | -1.3% | -0.3% |
| COC(=O)Cn1c(=NC(=O)c2ccc(S(=O)(=O)N3CCc4ccccc4C3)cc2)sc2cc(OC)ccc21 | -13.7% | 4.8% | 12.1% | / | 2.4% | -22.0% | 6.7% | 9.2% |
| COc1cccc(C(c2nnnn2Cc2ccccc2)N2CCN(C3CCCC3)CC2)c1OC (centres undefined) | -17.2% | -1.0% | 5.6% | -18.9% | -4.1% | i | -15.5% | 1.6% |
| NC(N)=N/N=C/c1cccc(Cl)c1Cl | ? | -4.1% | 4.9% | 9.4% | 2.7% | -8.1% | 22.4% | 8.2% |
| O=C(CCN1C(=O)[C@@H]2Cc3ccccc3CN2C1=O)NCc1ccccc1 | 5.2% | 1.0% | -13.2% | -21.1% | 0.0% | i | 2.9% | -1.0% |
| O=C(O)c1ccccc1C(=O)NCc1ccccc1 | -9.5% | 1.9% | -3.7% | -17.6% | 0.9% | ? | ? | -9.2% |
| C/C(=N\Nc1cccc(C(F)(F)F)c1)c1ccc(O)cc1 | 16.5% | -5.8% | 5.1% | 2.2% | -17.2% | -19.0% | 12.4% | 0.5% |
| Cc1ccccc1-c1cc2nc(Oc3ccc4c(c3)OCO4)n(C)c(=O)c2s1 | -11.6% | 7.8% | -14.6% | ? | ? | -28.6% | 13.4% | 5.3% |
| Cn1c(=O)n(C/C=C/c2ccccc2)c(=O)c2c1nc1n2CCCN1Cc1ccccc1 | -15.5% | -0.7% | 0.0% | ? | 14.9% | -5.9% | ? | 15.1% |
| CN1CCN(/N=C/c2ccc(C#N)cc2)CC1 | -7.3% | 0.8% | 4.5% | 28.7% | 0.1% | -24.8% | -0.9%[9.22 µM] | 16.0% |
| O=c1cnnc(Nc2ccc(Cl)c(C(F)(F)F)c2)[nH]1 | -2.0% | -21.6% | -4.6% | 21.4% | -1.9% | -10.5% | -4.2% | -3.1% |
| Cc1ccc2nc(C3CCCCC3)c(CC(C)(C)C)n2c1 | -17.4% | -27.0% | -10.9% | 39.6% | -11.8% | i | -0.1% | -5.5% |
| CC(C)(C)OC(=O)NCCc1onc(-c2ccccc2F)c1C(=O)O | 16.8% | 3.9% | -3.9% | -19.1% | -1.7% | -7.9% | -2.4% | 7.7% |

| Structure | EPAC1 antagonist | EPAC2 antag | EPAC1 ag | FUS yeast rescue | aSyn rescue | PTHR1 ag | TDP-43 yeast inh | EPAC2 ag |
| --- | --- | --- | --- | --- | --- | --- | --- | --- |
| CC1OC(Nc2cccc3ccccc23)C(O)C(O)C1O (centres undefined) | -0.3% | 15.6% | 5.7% | -29.5% | -3.2% | -11.3%[57.5 µM] | 0.0% | 7.3% |
| Cn1c(-c2ccccc2)n[nH]c1=S | -2.8% | 4.0% | 2.6% | -9.1% | -4.2% | i | 9.5% | 9.9% |
| O=C(CSCc1ccccc1)NNc1c(F)c(F)cc(F)c1F | 5.9% | 1.2% | 1.1% | 8.9% | 0.1% | -7.7% | 6.0% | 6.1% |
| O=C(CSc1c[nH]c2ccccc12)NC1CCCC1 | 17.5% | 1.8% | -9.2% | 20.5% | 3.5% | i | 10.9% | -6.2% |
| CC(C(=O)O)N(c1ccccc1Cl)S(C)(=O)=O (centres undefined) | -2.0% | 9.3% | -7.9% | -15.5% | -5.2% | i | 10.3% | -0.1% |
| O=C1CN(C(=O)c2cccc(Br)c2)c2ccccc2N1 | 1.3% | -1.1% | 3.4% | -17.8% | -39.3%[inhibitor] | -3.1% | 8.3% | 10.7% |
| COc1ccc(NC(=S)N2CCCCC2c2cccnc2)cc1 (centres undefined) | 3.6% | -2.8% | 7.5% | 13.5% | -1.5% | i | 3.1% | 8.1% |
| Cc1ccc(NS(=O)(=O)c2ccc(-n3cccn3)cc2)c(C)c1 | -9.6% | -18.3% | 3.3% | 16.6% | -3.3% | -13.3% | -8.6% | 18.6% |
| O=C(c1cccc(N2CCCC2=O)c1)N1CCN(c2ccccc2)CC1 | 6.9% | -1.2% | -4.8% | -21.3% | -4.2% | -30.6%[inhibitor][57.5 µM] | 8.6% | -1.8% |
| Oc1ccc(-c2csc(Nc3ccc4c(c3)OCO4)n2)c(O)c1 | -18.8% | -12.0% | -14.5% | ? | -51.9%[inhibitor] | -33.8%[inhibitor] | 8.8% | 4.4% |
| COc1ccc(NC(=O)c2sc(SC)nc2N)cc1 | 4.2% | -2.2% | 2.8% | 2.4% | -11.9% | i | 17.8% | 7.9% |
| Cc1ccc(C)c(NC(=O)CCC(=O)NNC(=S)Nc2ccccc2)c1 | 7.5% | -6.3% | 0.0% | 4.3% | 7.9% | -3.7% | 3.8% | -3.3% |
| CC1(C)CC(=O)C=C(c2ccc(-c3cccc4c3sc3ccccc34)cc2)C1=O | 1.1% | -5.9% | -15.6% | -11.2% | -3.4% | -4.4% | 0.0% | 16.9% |
| CC1CCN(CCn2c(=S)[nH]c3ccccc3c2=O)CC1 | 4.1% | -1.0% | 2.0% | -7.0% | 0.1% | i | -5.7% | 0.4% |
| Cc1cc(S(=O)(=O)Nc2nc(CN3CCOCC3)nc3sc4c(c23)CCCC4)ccc1F | 2.0% | 1.6% | -0.7% | 20.9% | 1.4% | i | 0.0% | 3.3% |
| COC(=O)c1ccc2c(=O)n(-c3ccccc3)c(SCN3C(=O)c4ccccc4C3=O)nc2c1 | 6.6% | 6.6% | -4.9% | -2.2% | 9.3% | -1.1% | 7.1% | -7.5% |
| CC(C)c1ccc(N(CC(=O)N/N=C/c2ccc(OC3CSC3)cc2)S(=O)(=O)c2ccccc2)cc1 | -10.0% | -11.0% | 4.5% | / | -7.1% | i | 15.1% | 2.1% |
| Cc1ccccc1OCC(=O)NNC(=O)Cc1ccc(S(=O)(=O)N2CCOCC2)s1 | 6.8% | 4.9% | 4.4% | -13.4% | 11.1% | -5.4% | 6.7% | 2.2% |
| Cc1ccc(N2CC(c3nc4ccccc4n3C)CC2=O)cc1C (centres undefined) | 6.1% | -4.5% | -8.9% | -11.1% | 6.5% | -19.6% | ? | 1.4% |
| C=CCN(Cc1cccc(OC)c1OC)S(=O)(=O)N(C)C | 15.7% | 6.5% | -4.3% | -7.4% | -6.3% | i | -1.5% | 4.5% |

| Structure | EPAC1 antagonist | EPAC2 antag | EPAC1 ag | FUS yeast rescue | aSyn rescue | PTHR1 ag | TDP-43 yeast inh | EPAC2 ag |
| --- | --- | --- | --- | --- | --- | --- | --- | --- |
| Cc1cc(=O)oc2cc(OS(C)(=O)=O)ccc12 | -12.7% | -12.6% | 1.6% | -3.8% | -7.3% | 4.3% | -13.6% | 9.4% |
| Cc1nn(-c2ccccc2)cc1/C=N/NS(=O)(=O)c1ccccc1 | -13.0% | 4.4% | -1.7% | 0.0% | 12.8% | i | -4.1%[0.397 µM] | 1.7% |
| N#Cc1c(SCc2ccc(Cl)cc2)sc(C(=O)c2ccccc2)c1N | 4.3% | 0.9% | 8.9% | -24.1% | 11.3% | -9.4% | 15.0% | -3.2% |
| O=[N+]([O-])c1ccccc1S(=O)(=O)N1CCCCC1 | 0.7% | 2.8% | -6.9% | / | 2.9% | i | 15.7% | 3.0% |
| O=C1CC(Sc2ncccc2C(=O)O)C(=O)N1 (centres undefined) | -20.6% | -12.3% | -7.7% | 6.6% | 0.6% | -61.9%[inhibitor] | -20.3% | 0.0% |
| C[C@H]1CN([C@@H](C)CO)S(=O)(=O)c2ccc(C#CC(C)(C)O)cc2O[C@H]1CN(C)Cc1ccccc1 | 20.9% | -10.5% | -10.0% | -11.7% | -3.3% | -22.4% | 2.6% | -11.4% |
| COc1ccc(C2(C)CC(=O)NC2=O)cc1 (centres undefined) | 11.4% | 7.7% | -4.2% | -4.9% | 7.1% | -7.9% | 3.8% | 12.1% |
| Cc1ccc(-c2csc(-c3cc(C)on3)n2)cc1 | -9.9% | 11.5% | 0.7% | -6.9% | -0.5% | i | 5.9% | 3.3% |
| COC(=O)c1cnc(Oc2ccc(NC(=O)NC(=O)c3c(F)cccc3Cl)cc2)cc1C(F)(F)F | 0.3% | -3.7% | 4.2% | 12.2% | -0.3% | -47.5%[inhibitor] | 5.3% | -3.6% |
| Cc1ccc(O)c(NC(=O)c2noc3c2CCCCC3)c1 | 11.0% | -2.5% | 5.3% | -0.2%&-23.6% | -8.2% | -39.6%&-47.3%[inhibitor] | 14.5%&10.9% | -4.7% |
| C[C@H]1CC[C@@]2(O[C@H](CCO)C[C@H](O)[C@H]2O)O1 | 0.0% | -1.4% | 9.5% | -15.4% | 2.1% | i | 0.4% | 3.3% |
| COc1ccccc1-c1cccc([C@@H]2C[C@H]3[C@H](CON3C)CN2Cc2ccccc2)c1 | 0.3% | -4.4% | -5.8% | 13.1% | 1.7% | i | 13.8% | 10.5% |
| O=C(CSc1ccc(Br)cc1)NCC1(N2CCCCC2)CCCCC1 | -11.8% | -4.3% | 0.4% | 6.0% | 0.4% | i | 20.3% | 5.2% |

Source: PubChem (National Center for Advancing Translational Sciences (NCATS))

An excerpt, so the mix of outcomes need not match the whole.
